aDG glyco act = activators of alpha-DG glycosylation, primary screen, uHTS, Pro5-aDG cells, AlphaScreen; alpha-DG glycosylation AlphaScreen (IIH6); 0% Pro5, 100% B10-LARGE cell signal; activation, % at 10 µM; 360,000 tested, 0.22% active; AID 624168, 2012;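 active = activation of at least 8% versus controls, or a plate z-score of at least 8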;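 note: Pro5 are CHO cells carrying HIG-tagged alpha-DG that lacks glycosylation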
CaV13 ICDI inh = Disruptors of the CACNA1D IQ motif to Ca2+-dependent inactivation inhibitor domain association, primary screening, Förster resonance energy transfer in intact living … | 340,000 tested, 0.098% active | AID 743397 | inhibition, % at 12.3 µM | HEK cells, CFP/YFP FRET ICDI-IQ, plate reader, 10 min; percent FRET-ratio fall versus neutral wells;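 active = mean replicate inhibition of at least 30% and at least 1% of replicates passing that level; inconclusive = only one of the two criteria is met; inactive = neither criterion is met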;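 note: 0% = median of the neutral control wells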
ABCB6 inh MLPCN = ABCB6 transporter inhibitors, primary screen, K562-ABCB6 cells, flow cytometry, MLPCN library; fluorescence ratio to DMSO, % at 10 µM; ATP-binding cassette sub-family B member 6 (Homo sapiens), Q9NP58; 360,000 tested, 0.19% active; K562-ABCB6 porphyrin accumulation, 1 h; hits give low values; AID 602162, 2011;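 active = fluorescence ratio to DMSO below 75%, the collection mean minus 3 SD; inconclusive = too few cells collected in the well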;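 note: signal is porphyrin accumulated inside mitochondria; 100% equals median channel fluorescence of DMSO control wells; lower ratio means ABCB6 inhibition with less porphyrin fluorescence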
H9c2 protect = cardioprotection against H2O2-induced cell death, primary screen, uHTS, H9c2 cells, ATPLite luminescence; H9c2 cardiomyocytes, H2O2 injury protection, 2 h; protection from H2O2 cell death, % at 20 µM; 360,000 tested, 0.63% active;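 active = compounds giving at least 50% protection of heart cells from peroxide-induced death in the single-dose screen, raw or plate-pattern-corrected value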;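 note: 0% = DMSO wells with peroxide and 100% = DMSO wells without peroxide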
PDI turbidity = inhibitors of human PDI, primary screen, biochemical, turbidity, single point, plate reader. Protein disulfide-isomerase (Homo sapiens), P07237. PDI insulin aggregation turbidity, A650, 90 min. 350,000 tested, 0.052% active. AID 588391, 2011. inhibition, % at 10 µM;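 active = mean inhibition across replicates of 30% or more, whatever share of single replicates reach that level; inconclusive = mean inhibition below 30% while every single replicate reaches 30%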;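 note: absorbance from insulin aggregation driven by PDI reduction with DTT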
Target sequence (P07237 whole entry, looked up): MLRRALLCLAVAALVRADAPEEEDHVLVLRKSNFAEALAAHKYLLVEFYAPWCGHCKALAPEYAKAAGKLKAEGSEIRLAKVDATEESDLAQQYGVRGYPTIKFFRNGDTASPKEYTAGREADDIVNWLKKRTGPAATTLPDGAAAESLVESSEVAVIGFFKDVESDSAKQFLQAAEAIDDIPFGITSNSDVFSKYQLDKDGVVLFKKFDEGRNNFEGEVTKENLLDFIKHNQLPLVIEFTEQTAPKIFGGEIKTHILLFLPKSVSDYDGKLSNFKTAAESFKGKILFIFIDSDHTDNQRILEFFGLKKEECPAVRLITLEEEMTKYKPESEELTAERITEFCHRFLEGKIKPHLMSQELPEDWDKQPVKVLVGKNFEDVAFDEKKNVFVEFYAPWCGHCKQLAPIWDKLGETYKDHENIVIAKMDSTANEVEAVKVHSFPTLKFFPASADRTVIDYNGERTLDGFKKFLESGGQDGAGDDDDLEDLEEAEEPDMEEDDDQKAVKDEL
Granule exo inh = LAMP-1 surface exposure blockers, TALL-104 cells – cell-based, flow cytometry, MLPCN library, primary screen | 360,000 tested, 0.66% active | inhibition, % at 10 µM | TALL-104 LAMP-1 surface exposure; cells stimulated with thapsigargin and PMA | AID 651702, 2012;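 active = inhibition above about 55%, limit read from the data; inconclusive = no clear call, values can overlap the other calls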
Vif imaging = HIV Vif self-association inhibitors, primary screen, imaging, HEK293T, single point; HEK293T cells, Vif self-association by quenched fluorescence, 24 h; inhibition, % at 7.49 µM; 340,000 tested, 0.35% active; AID 602346, 2012; in the data active = inhibition above about 50%, passing the limit was not always enough; inconclusive = no clear call, values can overlap the other calls; inactive = below about 31%; note: some results filed as inactive read as strong as hits
N-glyco inh = increase of ERlucT glycosylation luciferase signal, primary screen, N-linked glycosylation inhibitor project, D54 ERlucT cells, luminescence, set 2; 360,000 tested, 0.23% active; AID 588692, 2011; reporter increase, % at 12.5 µM; D54 ERlucT glycosylation luciferase reporter, 24 h; percent of 100 nM tunicamycin response;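 active = mean luciferase reporter signal, scaled so untreated is 0 and the glycosylation-blocking control 100, at or above a set limit in every replicate; inconclusive = mean reaches the limit but not every replicate does; inactive = mean below the limit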;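 note: luciferase carries N-glycosylation sites so blocking glycosylation raises the light; 0% = median of neutral control wells and 100% = median of 100 nM tunicamycin wells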
hiPSC survival = enhancers of single-cell hiPSC survival, primary screen, ATPlite luminescence; 100% = ROCK inhibitor wells, 0% = DMSO; survival enhancement, % at 20 µM; 360,000 tested, 0.044% active; AID 602274, 2012; in the data active = survival enhancement above about 18%;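 note: cells exposed to compounds for 16 hours before the ATP read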
m5-HT2A agonist = mouse Htr2a agonists via beta-arrestin recruitment, primary screen, cell-based, luminescence; AID 624169, 2012; CHO-K1 mHTR2A beta-arrestin complementation; percent of 30 µM serotonin response; activation, % at 7.6 µM; 360,000 tested, 0.66% active; 5-hydroxytryptamine receptor 2A (Mus musculus), P35363;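 active = activation above a run cutoff, the mean activation of all tested compounds plus 3 SD, cut at about 14% in these data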;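 note: 0% = plate median of compound wells and 100% = 30 µM serotonin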
Target sequence (P35363 whole entry, looked up): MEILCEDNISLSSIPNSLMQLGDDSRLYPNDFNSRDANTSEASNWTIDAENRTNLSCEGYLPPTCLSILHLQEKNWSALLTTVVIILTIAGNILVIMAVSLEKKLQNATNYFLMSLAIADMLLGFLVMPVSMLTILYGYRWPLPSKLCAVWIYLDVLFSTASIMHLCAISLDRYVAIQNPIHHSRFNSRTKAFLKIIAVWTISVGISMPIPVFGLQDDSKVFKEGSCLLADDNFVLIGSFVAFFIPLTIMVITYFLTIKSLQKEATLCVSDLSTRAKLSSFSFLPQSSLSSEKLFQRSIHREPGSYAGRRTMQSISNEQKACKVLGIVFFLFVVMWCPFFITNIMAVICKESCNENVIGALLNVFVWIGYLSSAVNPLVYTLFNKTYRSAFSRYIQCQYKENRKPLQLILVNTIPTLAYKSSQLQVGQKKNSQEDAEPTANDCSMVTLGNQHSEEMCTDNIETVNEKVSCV
An asterisk follows results filed as active; ? = inconclusive; / = not tested or not shown.

SMILES	aDG glyco act	CaV13 ICDI inh	ABCB6 inh MLPCN	H9c2 protect	PDI turbidity	Granule exo inh	Vif imaging	N-glyco inh	hiPSC survival	m5-HT2A agonist
O=C(CCn1c(=O)oc2ccccc21)Nc1cccc(Cl)c1	0.4	-5.9	92.0	0.9	/	-0.4	23.5	-0.9	0.5	-1.9
COc1ccc2nc(Cl)c(C=O)c(N3CCOCC3)c2c1	0.1	-10.4	99.0	-5.0	7.5	-1.9	0.9	-2.8	-2.7	3.5
Cc1ccccc1NC(=S)NC(C)C(c1ccccc1)N1CCN(C)CC1 (stereo unspecified)	0.0	-5.2	95.0	6.5	3.5	-2.4	?	0.5	-0.7	-4.5
CC(C)=C1SC(N2CCN(c3cccc(Cl)c3)CC2)=NC1=O	0.4	-4.6	97.0	7.0	11.4	1.0	0.5	1.8	1.3	-6.1
CCOC(=O)[C@@H]1[C@H]2COc3ccccc3[C@H]2N2C(=O)N(c3ccc(Br)cc3)C(=O)[C@]12C	-0.2	-4.5	82.0	2.8	-3.4	-5.9	4.2	6.2	-3.1	-1.2
CCS(=O)(=O)N1CCC(C(=O)Oc2ccccc2)CC1	0.0	-4.6	100.0	9.0	-4.1	-0.1	-3.3	4.1	-0.5	-2.8
Nc1nc(Nc2ccccc2)nc(C(F)(F)F)n1	-0.1	1.3	95.0	-1.8	2.0	5.1	-0.7	5.1	0.1	-1.6
O=C1c2ccc(-c3ccc4c(c3)C(=O)N(CCO)C4=O)cc2C(=O)N1CCO	0.2	-2.9	94.0	5.5	-2.1	0.2	8.4	-0.2	0.1	7.0
COc1ccc(S(=O)(=O)N2CCN=C2SCc2cccc(C)c2)cc1	0.4	-5.1	99.0	-6.1	15.1	4.3	-5.6	-2.8	0.0	-4.2
O=C(COC(=O)C1=NN(c2ccccc2)C(=O)CC1)Nc1nc(-c2ccc(F)cc2)cs1	-0.2	-6.2	107.0	-2.2	-2.2	5.5	9.7	0.9	-1.1	-0.2
O=C(O)Cc1ccc(-c2ccccc2)cc1	0.0	-4.4	97.0	1.8	-8.5	-4.4	-2.3	-0.3	-1.4	1.4
CCOc1ccc(C(=O)Nc2ccc(N3CCCC3)cc2)cc1	-0.1	/	126.0	-17.9	0.2	-3.3	11.7	0.5	4.3	1.0
CC(c1nc2ccccc2c(=O)[nH]1)N1CCCN(S(=O)(=O)c2ccc(F)cc2)CC1 (stereo unspecified)	-0.2	-5.3	89.0	4.6	-3.9	-2.5	22.5	0.2	-0.4	8.7
CCCCNC(=O)COC(=O)c1ccc(NS(=O)(=O)c2ccc3c(c2)OCCO3)cc1	-0.3	-5.3	98.0	0.2	2.7	-3.3	13.1	-0.2	0.1	2.6
Cc1nc(Nc2ccccc2F)c2oc3ccccc3c2n1	0.2	-17.0	95.0	-4.2	6.6	-0.2	-5.8	4.4	0.0	4.8

In a second layout: results already given.
Cc1nc(Nc2ccccc2F)c2oc3ccccc3c2n1
  aDG glyco act = 0.2; CaV13 ICDI inh = -17.0; ABCB6 inh MLPCN = 95.0; H9c2 protect = -4.2; PDI turbidity = 6.6; Granule exo inh = -0.2; Vif imaging = -5.8; N-glyco inh = 4.4; hiPSC survival = 0.0; m5-HT2A agonist = 4.8

CCOC(=O)[C@@H]1[C@H]2COc3ccccc3[C@H]2N2C(=O)N(c3ccc(Br)cc3)C(=O)[C@]12C
  aDG glyco act = -0.2; CaV13 ICDI inh = -4.5; ABCB6 inh MLPCN = 82.0; H9c2 protect = 2.8; PDI turbidity = -3.4; Granule exo inh = -5.9; Vif imaging = 4.2; N-glyco inh = 6.2; hiPSC survival = -3.1; m5-HT2A agonist = -1.2

COc1ccc2nc(Cl)c(C=O)c(N3CCOCC3)c2c1
  aDG glyco act = 0.1; CaV13 ICDI inh = -10.4; ABCB6 inh MLPCN = 99.0; H9c2 protect = -5.0; PDI turbidity = 7.5; Granule exo inh = -1.9; Vif imaging = 0.9; N-glyco inh = -2.8; hiPSC survival = -2.7; m5-HT2A agonist = 3.5

CCOc1ccc(C(=O)Nc2ccc(N3CCCC3)cc2)cc1
  aDG glyco act = -0.1; CaV13 ICDI inh = /; ABCB6 inh MLPCN = 126.0; H9c2 protect = -17.9; PDI turbidity = 0.2; Granule exo inh = -3.3; Vif imaging = 11.7; N-glyco inh = 0.5; hiPSC survival = 4.3; m5-HT2A agonist = 1.0

(next part)
SMILES	aDG glyco act	CaV13 ICDI inh	ABCB6 inh MLPCN	H9c2 protect	PDI turbidity	Granule exo inh	Vif imaging	N-glyco inh	hiPSC survival	m5-HT2A agonist
CC1CCCCN1CCCNC(=O)c1ccc(N2CCCC2=O)cc1 (stereo unspecified)	-0.1	-5.5	101.0	9.1	/	0.1	/	1.8	4.5	-2.1
CCOc1ccccc1N1CCN(CC(=O)NC(=O)NCc2ccco2)CC1	-0.1	9.0	94.0	2.2	4.2	-1.1	0.2	0.8	0.7	-0.6
CC(=O)N1CCN(C(=O)CCc2nc3sc4c(c3c(=O)[nH]2)CCCC4)CC1	-0.2	-4.4	99.0	14.7	-3.4	-1.7	1.8	-0.1	-0.3	-2.7
Cc1noc(C)c1COc1ccc(C(=O)NCCc2ccc(S(N)(=O)=O)cc2)cc1	0.0	-6.3	96.0	3.5	8.2	-0.1	12.2	2.4	-0.4	5.3
Cc1cc(C(=O)N2CCN(c3ncccn3)CC2)c2cc(F)ccc2n1	-0.1	-10.9	100.0	2.4	7.2	-2.1	-0.2	3.3	0.4	1.8
Cc1cc(C)c(NS(=O)(=O)c2ccc(NC(=O)c3cccs3)cc2)c(C)c1	0.1	-6.4	101.0	-5.3	-9.3	-4.7	2.3	-5.4	-0.2	3.8
Cc1cccc(C2NC(c3cccc(C)c3)C(C)C(=O)C2C)c1 (stereo unspecified)	0.1	-1.2	94.0	-5.0	-5.6	30.4	0.4	-4.5	0.5	-0.1
N#Cc1c(N2C(=O)Nc3ccccc3N2O)sc2c1CCCC2	-0.4	-0.5	97.0	-3.6	5.2	1.3	6.5	0.2	0.0	-2.2
COC(=O)/C=C/c1ccc2c(c1)OCO2	-0.1	-4.2	99.0	-3.6	1.1	10.2	21.8	-0.2	-0.8	5.8
O=C(NCc1cccc(F)c1)c1cccc2c1C(=O)c1ccc(N3CCOCC3)cc1S2(=O)=O	-0.4	-11.4	90.0	25.6	-8.3	16.3	5.6	-1.8	-2.4	3.1
CCOC(=O)N1CCN(C(=O)c2ccc3c(c2)NC(=O)C(N2CCOCC2)S3)CC1 (stereo unspecified)	0.2	/	118.0	6.4	-0.7	-0.1	10.0	4.1	-1.2	1.0
Cc1ccccc1N=C1SCC(=O)N1Cc1ccccc1	0.0	-3.7	106.0	-8.2	-1.9	2.3	2.5	-2.8	-0.9	0.9
CCC(=O)Nc1cccc(-c2ccc(N3CCN(C)CC3)nn2)c1	0.2	/	106.0	-4.1	-3.3	-0.7	0.4	-6.2	-0.6	-1.9
CC1CCCCN1C(=O)CSc1nc(-c2ccccc2)cc(=O)[nH]1 (stereo unspecified)	0.4	-5.3	90.0	-6.8	4.2	-0.1	/	1.9	-0.4	-10.0
CCOC(=O)C1CCCN(CCC(=O)Nc2cc(C)cc(C)c2)C1 (stereo unspecified)	0.3	4.1	99.0	-13.1	2.4	2.1	2.6	2.3	1.2	2.4
COc1ccc(C(=O)Nc2nnc(SCC(=O)NCc3ccco3)s2)cc1OC	-0.4	/	100.0	0.6	7.8	-1.9	3.5	0.5	0.1	0.8
C=CCOc1ccc(Oc2cc(C)nc(SC)n2)nn1	0.8	-4.5	100.0	-2.4	0.5	14.2	15.2	0.9	1.1	-0.7
Cc1c(Cl)cccc1NC(=O)Cc1cccs1	0.0	-4.9	95.0	1.5	-8.3	-11.6	-2.9	-2.2	0.1	8.1
COc1ccc([N+](=O)[O-])cc1/C=N/Nc1nn[nH]n1	-0.2	-4.9	101.0	-1.9	12.3	-0.6	0.1	0.7	1.7	-2.1
Brc1ccccc1-c1nc2c3ccccc3ncn2n1	-0.1	-15.2	92.0	13.4	1.5	-2.1	-11.4	-2.5	-1.4	-0.1
COc1ccc(/C=N/NC(=O)c2nonc2C)cc1	0.0	/	101.0	-15.3	-2.3	-2.4	4.7	4.2	2.7	3.9
CC(=O)Nc1ccc(N(CC(O)Cn2c3ccccc3c3ccccc32)S(=O)(=O)c2ccc(C)cc2)cc1 (stereo unspecified)	0.2	-2.9	93.0	0.2	-3.3	4.2	-5.9	-5.1	1.0	1.1
CCOc1ccc(C(=O)NCC(=O)OCC(=O)Nc2ccc(C)c(S(=O)(=O)N(C)C)c2)cc1	0.0	2.0	97.0	-5.6	-1.0	0.8	-7.7	-0.2	-1.3	13.7
CN1CCN(c2ccc(NC(=O)c3cc4ccccc4o3)cc2)CC1	-0.1	-1.6	100.0	-4.2	-1.2	12.7	-12.4	-11.3	0.4	-3.1
COc1ccccc1N1CCN(c2nc(-c3ccccc3)cc(C(F)(F)F)n2)CC1	-0.3	-5.1	102.0	-6.6	-12.4	-5.3	/	/	-0.9	0.8
CCCC(=O)N1CCCC1(C)C(=O)NCc1ccc(F)cc1Cl (stereo unspecified)	-0.2	-5.8	104.0	2.6	-45.5	-3.5	/	0.7	0.8	3.4
COC(=O)c1nc(-c2ccccc2)oc1N1CCOCC1	0.2	-18.7	96.0	-4.6	10.2	-6.2	7.5	0.4	0.6	-1.5
Cc1csc2nc(CNC(=O)C3CC=CCC3C(=O)O)cn12 (stereo unspecified)	0.0	-1.9	95.0	8.1	/	-14.1	-4.5	2.1	-1.1	-4.6
CCCCn1c(N)c(N(CC)C(=O)c2ccccc2C(F)(F)F)c(=O)[nH]c1=O	0.0	-2.3	98.0	0.9	-3.6	-10.3	14.0	2.3	0.1	7.2
COCC(C)n1c(SCc2cc(=O)n3cc(C)ccc3n2)nc2ccccc2c1=O (stereo unspecified)	-0.3	-6.6	94.0	0.2	-10.3	-0.8	-1.2	-8.1	1.0	1.6
O=C(Nc1cccc(Cl)c1)Nc1ccc2nccnc2c1	0.1	-7.2	98.0	-0.3	-1.0	-3.7	/	-4.2	-0.5	-9.7

From PubChem BioAssay

No enrichment for hits (roughly 3.1% active in at least one column).
